# Nrf2 block – inhibitors of Nrf2 signaling; A549 ARE-Fluc reporter, luciferase luminescence, 18-24 h; Potency, µM (series often up to 46 µM), inactives show at the top dose activity change, negative = inhibition, actives largely listed as inhibitors; 360,000 tested, 2.1% active; AID 504444; further: potency means the concentration at half of the fitted maximal effect; on the % scale 0 is the no-effect control and ±100 the full control effect; nearly all actives have a fitted effect of over 60% in size
#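 Cells were seeded and rested 2 h, then exposed to compounds for 18-24 h. CellTiter-Fluor was read first as a viability measure. BugLite was added 15 min before the final luminescent read of ARE-luciferase activity in A549 cells.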
# Mm-Cpn inhibitor – inhibitors of Methanococcus maripaludis chaperonin (MmCpn); purified Mm-Cpn ATPase, ADP Transcreener TR-FRET; Potency, µM (titrated, usually from 76.9 µM), without a hit: at the highest dose activity, negative = inhibition, actives largely listed as inhibitors; 330,000 tested, 0.031% active; AID 504842; further: potency means the concentration at half of the fitted maximal effect; on the % scale 0 is the no-effect control and ±100 the full control effect; nearly all actives have a fitted effect of over 80% in size
#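 Compound-treated chaperonin, 25 nM final, turns over 10 uM ATP at 37°C for 30 min following a 10 min preincubation; ADP generated competes with ADP-d2 for Eu-cryptate antibody, lowering FRET.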
# A549 tox – A549 cytotoxicity, counter-screen for Nrf2 inhibitors; A549 ARE-Fluc cells, CellTiter-Fluor viability, 18-24 h; Potency, µM (series often up to 46 µM), for the others: top-dose activity change, negative = cytotoxicity, usual class: inhibitors; 390,000 tested, 0.16% active; AID 504648; further: potency means the concentration at half of the fitted maximal effect; on the % scale 0 is the no-effect control and ±100 the full control effect
#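 A549 ARE-Fluc cells in 5% FBS OPTI-MEM, 5000 cells/well, rested 2 h then exposed to compounds in concentration-response for 18-24 h at 37 °C. Viability by CellTiter-Fluor fluorescence (Ex 405/Em 525) after 30 min; luciferase luminescence (BugLite, 15 min, RT) read afterwards.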
# HepG2 tox – counter-screen for TGF-b inhibitors: cytotoxicity in HepG2 cells; HepG2 CAGA-GFP viability, ATP luminescence, 18 h; Potency, µM (top dose mostly 46.1 µM), inactives show top-dose activity change, negative = cytotoxicity, actives largely listed as cytotoxic; 410,000 tested, 0.76% active; further: potency means the concentration at half of the fitted maximal effect; some results filed as inactive show a strong effect at the top dose
#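 HepG2 CAGA-GFP cells (1000/well, DMEM with 1% FBS) received compound, then TGF-beta at 500 pg/mL final, and were incubated 18 hours at 37 degrees C. Viability was read by CellTiter-Glo luminescence. Media-only wells were set as complete cell-killing and DMSO as no toxicity.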
# pAkt inh – Akt phosphorylation inhibition | Neuro2A IGF-stimulated pAkt S473 HTRF, 20 min; stronger effect = lower value | activity change, % for hits at 50 µM | 360,000 tested, 0.32% active | AID 651550; in the data active means activity change below about -80%; inconclusive means mostly about -51% to -80%; further: on the % scale 0 is the no-effect control and ±100 the full control effect
#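 Neuro2A cells (4,500/well, DMEM with 0.5% FBS) were treated with compound at a single 50 µM final concentration, stimulated with 6 nM IGF for 20 min at 37 °C, and lysed. Phospho-Akt Ser473 was read by HTRF as 665/615 ratio ×10^4.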
# CCT modulator – changes cytosolic chaperonin activity | purified chaperonin ATPase assay, HTRF ADP detection, 30 min | activity change, % (no concentration beside the values), hits read low | 360,000 tested, 0.3% active | AID 651819; in the data active means activity change below about -30%; further: on the % scale 0 is the no-effect control and ±100 the full control effect
#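 TRiC at 40 or 20 nM final (batch-dependent) in 30 mM Tris pH 7.4, 100 mM KCl, 5 mM MgCl2, 1 mM DTT, with compound at single 76 uM and 10 uM ATP, 30 min at 37 deg C. ADP detected by HTRF Transcreener, 665/615 ratio.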
# Abeta rescue – restores growth of yeast expressing A-beta42 peptide; yeast expressing A-beta42, growth rescue, OD600, 48 h; response scale: 0% DMSO, 100% iron-clioquinol control; Potency, µM (top dose mostly 46.1 µM), for the others: at the highest dose growth rescue, actives largely listed as activators; 410,000 tested, 0.063% active; further: potency means the concentration at half of the fitted maximal effect; nearly all actives have a fitted effect of over 55% in size
#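 Growth rescue measured by 600 nm absorbance after 48 h yeast culture at 30 C with compound. Values normalized between DMSO and an equimolar ferric chloride plus clioquinol control.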
# TGFb SMAD3 inh – inhibitors of TGF-b signaling. HepG2 CAGA-GFP TGF-b/SMAD3 reporter, GFP fluorescence, 18 h; TGF-beta stimulated, 500 pg/mL final. Potency, µM (highest dose often 46.1 µM), inactives show at the highest dose activity, negative = inhibition, hits mostly inhibitors. 410,000 tested, 1.2% active; further: potency means the concentration at half of the fitted maximal effect; on the % scale 0 is the no-effect control and ±100 the full control effect; nearly all actives have a fitted effect of over 65% in size
#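 Cell-based qHTS in HEPG2 carrying a CAGA-GFP Smad reporter; compounds added before 500 pg/mL final TGF-beta, 18 h incubation at 37 degrees C, GFP fluorescence quantified per cell by imaging cytometry.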
# Nrf2 ARE act – activators of Nrf2 (ARE) signaling; AREc32 ARE-luciferase reporter (MCF7-derived line), luminescence, 24 h; Potency, µM (top dose mostly 46.1 µM), for inactives: at the highest dose activation, hits mostly activators; 410,000 tested, 0.31% active; AID 624171; further: potency means the concentration at half of the fitted maximal effect; % of control where 0% means no effect; nearly all actives have a fitted effect of over 65% in size
#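 For detection, Steady-Glo was added and plates sat 30 min at RT; before that, AREc32_Fluc cells grown overnight in OPTI-MEM/5% FBS had been treated with 23 nL compound for 24 hr at 37 deg C.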
# * = called active by the depositor; i = inactive; ? = inconclusive; . = not tested or not shown; & = joins results of further samples; [ ] = another dose, or the depositor's remark. Unless noted, the call rests on the fitted dose curve; in most records, active means well fitted curve in the direction sought with a large enough effect; inconclusive means small, poorly fitted or top-dose-only effect, or another doubt; inactive means no such curve, though single readings can be large; an effect the other way counts as inactive or inconclusive.
SMILES,Nrf2 block,Mm-Cpn inhibitor,A549 tox,HepG2 tox,pAkt inh,CCT modulator,Abeta rescue,TGFb SMAD3 inh,Nrf2 ARE act
Cc1nc(COc2cc3oc(=O)cc(C)c3cc2Cl)cs1,-3%,-1%,-4%,-7%,i,-0.2,3%,-1%,10%
O=S(=O)(c1ccc(Cl)cc1)n1ccc2cccnc21,?,-2%,-5%,-10%,i,-0.6,15%,0%,-0.3%
N#CCCC(CCC#N)C1=NCCc2ccccc21,-7%,-8%,0%,1%,i,-1.6,-4%,3%,-0.3%
Cc1ccc(C)c(NS(=O)(=O)c2ccc3[nH]c(=O)[nH]c3c2)c1,0%,1%,14%,-5%,i,0.8,1%,0%,2.6%
Cc1ccc(C(=O)N2CCN(C)CC2)cc1S(=O)(=O)N1CCCCC1,-23%,1%,4%,-20%,i,-0.8,6%,4%,0.4%
Cc1cc(N)n(-c2ccc(Oc3ccccc3)c(S(=O)(=O)O)c2)n1,7%,4%,-2%,4%,i,-2.4,-4%,3%,-0.2%
CCOc1ccc(CCNC(=O)c2ccc3c(c2)N(Cc2ccc(F)cc2)CCS3)cc1,1%,.,4%,-47%,.,.,14%,3%,-0.8%
O=C(O)CCC(=O)N(Cc1cccs1)Cc1cccs1,-9%,-1%,-8%,-8%,.,0.3,8%,-1%,-0.8%
CCOC(=O)/C(C)=C1\NC(C)(C)Cc2ccccc21,-14%,0%,0%,-8%,i,1.6,-2%,0%,0.0%
CCOC(=O)c1[nH]c2ccccc2c1NC(C)=O,18%,-1%,-2%,3%,i,-1.7,2%,11%,2.3%
O=C(CSC1=NCCS1)N1CCN(c2ccccc2)CC1,-14%,2%,-5%,-17%,i,1.2,-10%,-21%,3.1%
COC(=O)c1ccc(NC(=S)NC(=O)c2cc(-c3ccccc3)nc3ccccc23)cc1,-12%,-13%,2%,-24%,i,-8.8,18%,0%,2.6%

# Quoted from the listing for reference:
SMILES,Nrf2 block,Mm-Cpn inhibitor,A549 tox,HepG2 tox,pAkt inh,CCT modulator,Abeta rescue,TGFb SMAD3 inh,Nrf2 ARE act
CCOC(=O)c1[nH]c2ccccc2c1NC(C)=O,18%,-1%,-2%,3%,i,-1.7,2%,11%,2.3%
O=C(CSC1=NCCS1)N1CCN(c2ccccc2)CC1,-14%,2%,-5%,-17%,i,1.2,-10%,-21%,3.1%
COC(=O)c1ccc(NC(=S)NC(=O)c2cc(-c3ccccc3)nc3ccccc23)cc1,-12%,-13%,2%,-24%,i,-8.8,18%,0%,2.6%

# Continuation.
SMILES,Nrf2 block,Mm-Cpn inhibitor,A549 tox,HepG2 tox,pAkt inh,CCT modulator,Abeta rescue,TGFb SMAD3 inh,Nrf2 ARE act
CCCCC(=O)Nc1ccc2nc(SCC(=O)N3CCc4ccccc43)sc2c1,1%,.,-9%,-1%,.,.,-9%,9%,2.5%
O=C(NCc1cccnc1)C(=O)NCC(c1ccco1)N1CCN(c2ccccc2F)CC1 (stereo not drawn),-4%,-4%,8%,-1%,i,-0.6,-7%,-3%,0.7%
Cc1ccc2nc(C)c(C)nc2c1N,.,-3%,-8%,5%,i,-1.9,0%,0%,0.5%
CC(C)C(NC(=O)c1ccccc1)C(=O)OCc1cc([N+](=O)[O-])cc2c1OCOC2 (stereo not drawn),?,1%,8%,-9%,i,0.2,-4%,-9%,4.6%
C[C@@H]1CN([C@@H](C)CO)C(=O)CCCn2nncc2CO[C@H]1CN(C)C(=O)NC1CCCCC1,.,.,.,1%,i,-0.8,-10%,15%,0.1%
CCc1nc2ccc(C(=O)N(C)Cc3ccco3)cn2c1N(CC)C(=O)NCCc1ccccc1,.,.,.,-46%,i,-2.2,12%,16%,-0.4%[9.22 µM]
O=C(CSc1cn(CC(=O)N2CCCC2)c2ccccc12)Nc1ccc(Cl)cc1,5%,.,-1%,-32%,.,.,-22%,?,6.3%
COc1cc(/C=C/c2ccc(O)cc2)cc(OC)c1,4%,-3%,-3%,-37%,i,2.1,-28%,-10%,17%
O=C1c2ccccc2C(=O)N1CCCc1nc(-c2ccc(Cl)cc2)no1,0%,0%,-2%,-4%,i,-0.5,5%,-11%,-0.1%
CCOC(=O)c1c(C)[nH]c(C(=O)OCC(=O)Nc2sc(C(=O)N(C)C)c(C)c2C(=O)OCC)c1C,?,0%,-3%,0%,i,-6.1,3%,-3%,0.1%
CSc1oc(-c2ccc(F)cc2)nc1S(=O)(=O)c1ccccc1,15%,-3%,11%,10%,i,-0.9,-10%,-2%,-0.2%
c1ccc(Nc2c(-c3ccccc3)nc3ncccn23)cc1,14%,.,2%,-18%,.,.,0%,-19%,0.7%
Cc1cc(C(=O)NCc2cccs2)ccc1[N+](=O)[O-],-6%,1%,-3%,-6%,i,-1.9,-6%,-2%,2.1%
COc1ccccc1N1CCN(C(=O)c2cc(-c3cccs3)on2)CC1,11%,2%,18%,-14%,i,1.1,-12%,-19%,5.3%
COc1cc(/C=C(/C#N)C(=O)Nc2ccc(C)cc2)ccc1Oc1nc(Cl)ncc1F,-2%,1%,4%,2%,i,-1.5,-4%,-11%,1.7%
COc1ccc(-n2nc3c(N4CCC(C(=O)NCc5cccc(C)c5)CC4)nnc(C)c3c2C)cc1,?,-4%,13%,-4%,i,1.0,-10%,?,-1.8%
CCOc1ccccc1C(c1c(C)n(C)n(-c2ccccc2)c1=O)c1c(C)n(C)n(-c2ccccc2)c1=O,-13%,0%,-6%,-9%,i,-1.3,-9%,2%,-1.3%
O=C(Nc1ccc(F)cc1)c1ccc(C(=O)N2CCCC(O)C2)cc1 (stereo not drawn),10%,-2%,19%,-21%,i,-12,13%,-1%,0.1%
CCN(CC(=O)Nc1ccc(NC(C)=O)cc1)C(=O)COc1ccccc1Cc1ccccc1,2%,3%,0%,-33%,i,5.8,8%,0%,0.2%
CC[C@]12c3[nH]c4cc(CCC(=O)N(C)C)ccc4c3CCN1C(=O)[C@@H](CC(=O)NCCCN(C)C)C[C@@H]2C(=O)N1CCN(C(=O)C2CC2)CC1,1%,-1%,1%,-3%,i,-0.6,1%,20%,-0.5%
CN(C)c1nc(NCc2ccccc2)nc(N/N=C/c2ccc(Br)cc2)n1,?,-4%,8%,-18%,i,-0.8,-12%,-27%,-1.0%
O=C(O)c1ccc(N/N=C/c2ccc3nccnc3c2)cc1,?,-12%,?,-58%,i,-0.1,-36%[inhibitor],-2%,-2.3%
COc1ccc(-c2cc(C(=O)Nc3ccc4c(c3)OCO4)no2)cc1,4%&7%,0%,1%&0%,-2%&0%,i,0.7,-10%&-1%,-28%&-5%,0.4%&-0.5%
COc1nnc(-c2ccc(C)c(S(N)(=O)=O)c2)c2ccccc12,-9%,-3%,-5%,17%,i,-1.1,-12%,3%,3.1%
CCN=C1S/C(=C\c2cc(Cl)c(OC)c(OC)c2)C(=O)N1CC,12%,1%,3%,-11%,i,-1.3,-4%,-1%,1.2%
CCOc1ccc(C(=O)NCC(=O)N2CCN(c3ccc(C(F)(F)F)cn3)CC2)cc1,-23%,2%,10%,2%,i,2.2,7%,-2%,-1.4%
O=C(O)c1ccc(-n2cccc2/C=C2/SC(=O)N(CC(=O)N3CCCC3)C2=O)cc1,-8%,0%,?,11%,i,-0.3,-8%,3%,-0.3%
O=C(NOCc1ccccc1)c1ccccc1,?,1%&-1%,-1%,34%,i,2.5,2%,29%,-1.6%
CCOC(=O)C1CCN(Cc2c(O)c3ccccc3oc2=O)CC1,-3%,2%,8%,-17%,i,0.9,15%,0%,-0.6%
Cc1ccc(-c2nnn(CC(=O)N(CC(=O)NC3CCCCC3)c3cccc(F)c3)n2)o1,2%,0%,1%,8%,i,-5.6,-3%,5%,-0.3%
CC1=C(C(=O)N(C(C)C)C(C)C)CC(CC(=O)NC2CC2)C(=O)N1CCCN1CCCC1=O (stereo not drawn),.,.,.,-14%,i,-0.7,-15%,2%,0.5%
CC1CCCC(NC(=O)Cn2cc(C(F)(F)F)cc(Cl)c2=O)C1C (stereo not drawn),4%,-15%,0%,17%,i,-1.5,2%,4%,-0.2%
O=Cc1cc2ccccc2nc1SCc1ccc(Cl)c(Cl)c1,11%,0%,-5%,-1%,i,2.7,23%,2%,0.4%
C[C@H]1CN([C@@H](C)CO)C(=O)CCCn2nncc2CO[C@H]1CN(C)C(=O)c1ccc2ccn(C)c2c1,.,.,.,1%,i,-0.9,7%,1%,0.2%
Cc1ccc(CSc2ncnc3ccccc23)cc1,26%,-4%,10%,-15%,i,-1.5,3%,-5%,4.0%
NC(=O)C1CCN(C(=O)c2ccc3c(=O)n(Cc4ccco4)c(SCC(=O)c4ccccc4)nc3c2)CC1,-15%,0%,8%,-3%,i,-26,3%,-13%,3.3%
CN(C(=O)c1cccc(NC(=O)Cc2ccc(NC(=O)C3CCCN(C(=O)C4CCCCC4)C3)cc2)c1)C1CCCC1 (stereo not drawn),?,.,1%,-9%,i,0.9,5%,?,5.7%
COc1ccc(CN2CC(C(=O)NCCCN3CCCCCC3)CC2=O)cc1 (stereo not drawn),9%,0%,-9%,-4%,i,-2.2,-3%,-3%,-0.4%
O=C(OCc1cn([C@H]2C[C@H](c3ccccc3)N(Cc3cccs3)C[C@@H]2O)nn1)c1ccccc1,.,.,.,-1%,i,-1.0,4%,-3%,0.4%
CCC(=O)Nc1cc2c3c(c1)CCN3C(=O)CC2,3%,-2%,0%,2%,.,-1.5,-12%,4%,-0.3%
S=C(NCc1ccc(Cl)cc1)Nc1ccccc1,27%,0%,-3%,-19%,i,-1.3,13µM*,-8%,0.2%
CCn1c(N)c(C(N)=O)sc1=S,19%,0%,1%,20%,.,1.8,5%,-9%,0.5%
